Screening data: PubChem, NMMLSC
LNCaP diff act = LNCaP prostate cell differentiation activation; side scatter shift, % at 10 µM; flow cytometry side scatter, 4 d; hit rate 0.56% among 24,000;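 active = side scatter shift above 30%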;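 note: androgen-responsive LNCaP prostate cancer cells in charcoal-stripped serum medium; percent of cells past a gate set so DMSO wells show 10% shift; higher shift means more granular cells and more differentiation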
VLA-4 allo ag = allosterically activates the human VLA-4 integrin; activation, % at 10 µM (by protocol); AID 528; Jurkat cells, LDV-FITC binding, flow cytometry; 24,000 tested, under 10 active;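 active = fluorescent ligand binding to cells raised by more than 40% of the manganese-induced maximum; inconclusive = compound's own fluorescence above 85% of the ligand control signal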;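 note: 0% = ligand binding without compound and 100% = manganese-stimulated maximal binding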
Target sequence (P13612 whole entry, looked up): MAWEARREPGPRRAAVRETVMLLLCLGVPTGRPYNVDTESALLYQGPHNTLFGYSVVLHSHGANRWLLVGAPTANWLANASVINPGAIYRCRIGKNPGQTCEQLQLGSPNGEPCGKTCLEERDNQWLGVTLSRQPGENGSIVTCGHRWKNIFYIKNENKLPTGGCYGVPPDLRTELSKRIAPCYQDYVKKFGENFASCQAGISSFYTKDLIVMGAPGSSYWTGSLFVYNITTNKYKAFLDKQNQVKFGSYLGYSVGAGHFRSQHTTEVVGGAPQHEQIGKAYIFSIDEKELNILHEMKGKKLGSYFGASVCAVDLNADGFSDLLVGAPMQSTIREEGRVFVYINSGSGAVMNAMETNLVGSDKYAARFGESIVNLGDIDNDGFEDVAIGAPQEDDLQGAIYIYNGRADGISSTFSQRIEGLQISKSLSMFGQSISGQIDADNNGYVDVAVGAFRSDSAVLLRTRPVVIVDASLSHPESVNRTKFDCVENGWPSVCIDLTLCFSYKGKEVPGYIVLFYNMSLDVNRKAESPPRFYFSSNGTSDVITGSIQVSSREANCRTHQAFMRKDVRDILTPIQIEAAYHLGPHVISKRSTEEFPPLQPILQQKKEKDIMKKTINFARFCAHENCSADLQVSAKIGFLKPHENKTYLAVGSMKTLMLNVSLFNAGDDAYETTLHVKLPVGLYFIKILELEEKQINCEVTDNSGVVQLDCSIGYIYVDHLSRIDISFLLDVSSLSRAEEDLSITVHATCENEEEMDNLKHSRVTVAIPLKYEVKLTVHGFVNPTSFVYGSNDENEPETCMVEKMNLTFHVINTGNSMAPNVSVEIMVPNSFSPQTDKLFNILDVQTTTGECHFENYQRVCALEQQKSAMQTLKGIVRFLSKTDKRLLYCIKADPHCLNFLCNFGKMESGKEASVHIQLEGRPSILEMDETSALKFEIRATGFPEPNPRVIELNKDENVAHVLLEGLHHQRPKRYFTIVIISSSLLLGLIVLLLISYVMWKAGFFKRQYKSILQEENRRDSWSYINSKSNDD
Jurkat autofluor = counter-screen for VLA-4 integrin: compound autofluorescence in Jurkat cells | hit rate 0.61% among 24,000 | fluorescence ratio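 (tested at 10 µM compound in the well)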 | flow cytometry; stronger effect = higher value; 1 = vehicle-only cell background;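 active = fluorescence ratio above 2.44, which is 1 plus 3 SD of all ratios; inconclusive = signal too bright to measure linearly, ratio around 10 or more; inactive = fluorescence ratio below 2.44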;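 note: green fluorescence of cells measured with 488 nm excitation and 530 nm emission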
VLA-4 antagonist = blocks LDV-FITC ligand binding to Mn2+-activated human VLA-4 integrin | AID 529 | inhibition, % at 10 µM (by protocol) | Jurkat cells, LDV-FITC binding with Mn2+, flow cytometry; 100% = Mn2+-driven binding gain fully reversed | hit rate 0.2% among 24,000 | P13612;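 active = inhibition above 50%; inconclusive = compound itself fluorescent, judged against control cell fluorescence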;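 note: 0% = Mn2+ stimulated cells lacking compound and 100% = ligand binding without Mn2+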
* marks the source's active call; other numbers are inactive results; ? = inconclusive.

SMILES	LNCaP diff act	VLA-4 allo ag	Jurkat autofluor	VLA-4 antagonist
CCOc1ccccc1N(CC(=O)N1CCCCCC1)S(C)(=O)=O	5.0	3.5	0.96	-25.0
O=c1[nH]ncc2c3ccccc3n(Cc3ccccc3F)c12	2.0	-15.0	1.15	-1.0
COc1ccc2c(c1)C(C)=CC(C)(C)N2C(=O)C(C)N1C(=O)c2ccccc2C1=O (stereo unspecified)	4.0	4.7	1.09	-14.7
COc1cccc(N2CCN(C(=O)C3CCCN(S(=O)(=O)c4cnc[nH]4)C3)CC2)c1 (stereo unspecified)	8.0	3.0	1.03	-4.0
CCOC(=O)C1CCCN(C(=O)CNC(=O)Cn2ccc3ccccc3c2=O)C1 (stereo unspecified)	3.0	-2.0	1.01	8.0
Cc1cc(C(=O)Nc2cccnc2)on1	11.0	3.0	1.03	-6.0
Clc1ccc(Cn2cccc2C2=NCCO2)cc1	9.0	1.0	1.05	5.0
CCC(C)(C(=O)NC1CCCC1)N(CC1CCCO1)C(=O)CNC(=O)c1ccccc1 (stereo unspecified)	5.0	3.0	1	-12.0
CCOC(=O)c1cccc(NC(=O)CN(c2ccc(OC)cc2)S(=O)(=O)c2c(C)noc2C)c1	5.0	-6.0	1.11	28.0
CCOc1cc(NC(=O)c2ccco2)c(OCC)cc1NC(=O)COc1ccccc1C	28.0	2.0	1.08	-7.0
COC(=O)C1=C(C)NC(=O)C1(NC(=O)CN1CCCC1=O)C(F)(F)F (stereo unspecified)	22.0	1.5	1.01	-6.5
COc1cccc(N2C(N)=NC(N)=NC2(C)C)c1	9.0	-7.0	1.14	2.0
CC1=C(C(=O)Nc2cc(-c3cccc(F)c3)[nH]n2)C2(CCCCC2)OC1=O	2.0	3.0	0.94	6.0
CCOC(=O)N1CCN(C(=O)CCCn2nc(C)c3sc4ccccc4c3c2=O)CC1	10.0	3.0	1.13	4.0
CCC(C)NC(=O)CSC1=Nc2ccccc2C2=NC(CC(=O)NCc3ccc(F)cc3)C(=O)N12 (stereo unspecified)	1.0	-1.0	1.05	9.0
COc1ccc(CCNC(=O)c2[nH]c(C)c(C(C)=O)c2C)cc1OC	11.0	8.0	1.08	1.0
CCOC(=O)c1sc(NC(=O)CSc2nnc(-c3ccc(OC)cc3)n2CCOC)nc1C	5.0	-15.5	1	-14.0
COc1ccccc1OCc1nc(C#N)c(N2CC(C)CC(C)C2)o1 (stereo unspecified)	13.0	-2.0	1.07	-21.0
CCCCC(=O)Nc1ccc(NC(=O)C2CC2)nc1	3.0	-6.0	0.99	-6.0
Cc1cc(C)n(Cc2ccc(F)cc2)c(=O)c1C#N	17.0	4.0	0.96	0.0
CCC(=O)Nc1cc2nn(-c3ccccc3)nc2cc1Cl	10.0	4.0	0.91	-15.5
COc1ccc(C2CC(c3ccc(Cl)cc3)Nc3nc(NC(=O)c4ccco4)nn32)cc1 (stereo unspecified)	3.0	0.0	0.96	-12.5
O=C(NCc1cccnc1)c1cnn2ccccc12	7.0	1.0	0.96	-8.0
Cc1nn(C)c(C)c1S(=O)(=O)N(CC(=O)Nc1ccccn1)c1ccc(C(C)C)cc1	1.0	?	1.34	12.0
O=C(Nc1c2c(nn1-c1ccc(F)cc1)CSC2)c1ccc(S(=O)(=O)N2CCOCC2)cc1	3.0	3.0	0.91	-1.0
CC1CCN(c2nc3ccc(C(=O)O)cc3s2)CC1	7.0	-4.0	1.03	-27.5
CC(=O)N1CN(C2CCCC2)Cc2c1sc1c2CCCC1	9.0	3.0	1.05	-10.0
O=C(CSc1nc2sc3c(c2c(=O)n1-c1ccccc1)CCCC3)NCc1ccco1	27.0	-9.0	0.97	33.0
COc1ccccc1-c1cc(C(=O)Nc2ccc(F)cc2F)no1	4.0	-2.0	1.02	-10.0
COc1ccc(CCNC(=O)c2cc3sc(Cl)cc3n2C)cc1OC	5.0	2.0	1.06	-10.0
CCOC(=O)c1sc(=NC(=O)c2cccc(OC)c2)n(C)c1C	8.0	-1.0	1.04	-11.0
Cn1c(C(=O)NCc2ccco2)cc2c(=O)[nH]c3ccccc3c21	8.0	0.0	1.15	-5.0
Cc1ccc(-n2ncc3c(=O)n(CC(=O)NCc4ccco4)cnc32)cc1	19.0	0.0	0.95	-17.0
O=C(O)CCCn1c(=O)[nH]c2ccccc2c1=O	3.0	9.0	0.97	-7.0
CC(=O)Nc1ccc(N=Cc2ccc[nH]2)cc1	8.0	-4.0	0.99	-5.0
COC(=O)Nc1nc2ccc(Sc3ccccc3)cc2[nH]1	2.0	7.0	1.06	-29.5
Cc1cc(NC(=O)CSc2nnc(Cc3cccn3C)n2CCc2ccccc2)no1	10.0	2.0	1.06	10.0
CCc1[nH]nc2c1C(c1ccncc1)C(C#N)=C(N)O2 (stereo unspecified)	3.0	?	1.07	?
COCc1nnc(NC(=O)c2ccc(NC(C)=O)cc2)s1	5.0	12.0	1.06	-13.0
O=C(Cn1ncn2c(cc3ccccc32)c1=O)NCCC1=CCCCC1	0.0	2.4	1.16	-26.6

In a second layout: entries from further up
compound,LNCaP diff act,VLA-4 allo ag,Jurkat autofluor,VLA-4 antagonist
Clc1ccc(Cn2cccc2C2=NCCO2)cc1,9.0,1.0,1.05,5.0
CCC(C)(C(=O)NC1CCCC1)N(CC1CCCO1)C(=O)CNC(=O)c1ccccc1 (stereo unspecified),5.0,3.0,1,-12.0
CCOC(=O)c1cccc(NC(=O)CN(c2ccc(OC)cc2)S(=O)(=O)c2c(C)noc2C)c1,5.0,-6.0,1.11,28.0
CCOc1cc(NC(=O)c2ccco2)c(OCC)cc1NC(=O)COc1ccccc1C,28.0,2.0,1.08,-7.0
COC(=O)C1=C(C)NC(=O)C1(NC(=O)CN1CCCC1=O)C(F)(F)F (stereo unspecified),22.0,1.5,1.01,-6.5
COc1cccc(N2C(N)=NC(N)=NC2(C)C)c1,9.0,-7.0,1.14,2.0
CC1=C(C(=O)Nc2cc(-c3cccc(F)c3)[nH]n2)C2(CCCCC2)OC1=O,2.0,3.0,0.94,6.0
CCOC(=O)N1CCN(C(=O)CCCn2nc(C)c3sc4ccccc4c3c2=O)CC1,10.0,3.0,1.13,4.0
CCC(C)NC(=O)CSC1=Nc2ccccc2C2=NC(CC(=O)NCc3ccc(F)cc3)C(=O)N12 (stereo unspecified),1.0,-1.0,1.05,9.0
COc1ccc(CCNC(=O)c2[nH]c(C)c(C(C)=O)c2C)cc1OC,11.0,8.0,1.08,1.0
CCOC(=O)c1sc(NC(=O)CSc2nnc(-c3ccc(OC)cc3)n2CCOC)nc1C,5.0,-15.5,1,-14.0
COc1ccccc1OCc1nc(C#N)c(N2CC(C)CC(C)C2)o1 (stereo unspecified),13.0,-2.0,1.07,-21.0
CCCCC(=O)Nc1ccc(NC(=O)C2CC2)nc1,3.0,-6.0,0.99,-6.0
Cc1cc(C)n(Cc2ccc(F)cc2)c(=O)c1C#N,17.0,4.0,0.96,0.0
CCC(=O)Nc1cc2nn(-c3ccccc3)nc2cc1Cl,10.0,4.0,0.91,-15.5
COc1ccc(C2CC(c3ccc(Cl)cc3)Nc3nc(NC(=O)c4ccco4)nn32)cc1 (stereo unspecified),3.0,0.0,0.96,-12.5
O=C(NCc1cccnc1)c1cnn2ccccc12,7.0,1.0,0.96,-8.0
Cc1nn(C)c(C)c1S(=O)(=O)N(CC(=O)Nc1ccccn1)c1ccc(C(C)C)cc1,1.0,?,1.34,12.0

The listing continues:
SMILES	LNCaP diff act	VLA-4 allo ag	Jurkat autofluor	VLA-4 antagonist
CCC(=O)N1CCc2cc(S(=O)(=O)CCC(=O)Nc3cccc(F)c3)ccc21	14.0	5.0	0.93	-1.0
CC12CC(c3ccccc3O1)N(C(=O)c1ccco1)C(=O)N2c1ccccc1 (stereo unspecified)	14.0	-5.5	1.07	8.0
COC(=O)Cn1c(=O)c2c(nc(Br)n2CC(=O)OC)n(C)c1=O	5.0	-14.5	1.05	-9.0
CCOC(=O)N1CCC(NC(=O)c2cccc3c2C(=O)N(c2ccc(OC)cc2)C3)CC1	10.0	-7.0	1.13	6.0
CCOC(=O)CSc1nnc(-c2cccnc2)n1Cc1ccccc1	7.0	2.0	1.11	-13.0
c1ccc(-c2noc(CSc3nc4ccccc4o3)n2)cc1	4.0	?	1.34	?
Cn1c(C(=O)OCC(=O)NCC2CCCO2)cc2sccc21 (stereo unspecified)	12.0	5.0	1.06	-17.0
CN1CCN(c2nc3c(c(=O)n(C)c(=O)n3C)n2Cc2cccc3ccccc23)CC1	5.0	-9.0	1.1	-2.0
CC(C)(C)C1=C[C@@H](CO)C[C@@H](CO)C1	3.0	2.5	0.99	-10.5
CCOC(=O)c1ccccc1NC(=O)CCNC(=O)Cn1cnc2ccccc2c1=O	8.0	?	1.01	?
COCCN1C(=O)c2ccccc2C(C(=O)NCCCN2CCCC2)C1c1c[nH]c2ccccc12 (stereo unspecified)	4.0	3.5	0.97	-10.0
O=C(c1ccco1)N1CCN(S(=O)(=O)c2ccc3c(c2)CCN3C(=O)C2CCC2)CC1	11.0	-1.0	1.17	-0.5
COC(=O)c1nnn(CC(=O)Nc2cc(Cl)ccc2C)c1C(=O)OC	4.0	5.0	0.91	5.0
COc1ccccc1CNS(=O)(=O)c1ccc(NC(C)=O)cc1	6.0	3.5	1.03	0.5
CC1CCN(C(=O)Cn2c(=O)n(CCc3ccccc3)c(=O)c3ccccc32)CC1	11.0	1.5	1.02	-6.5
O=C(c1ccc(Cl)cc1)N1CCCOC1	4.0	-2.3	0.94	-10.7
COc1cc(C2C(C(N)=O)=C(C)Nc3nc(CCCO)nn32)cc(OC)c1OC (stereo unspecified)	11.0	3.0	1.07	0.0
CCCSC1=C(C#N)C(c2ccccc2OCC)CC(=O)N1 (stereo unspecified)	9.0	7.0	1.03	-32.0
O=C(O)C1CC1c1ccc(Br)cc1 (stereo unspecified)	14.0	2.0	1.11	2.0
Cc1noc(/C=C/N(C)C)c1S(=O)(=O)N1CCCC(C(=O)Nc2ccc3c(c2)OCO3)C1 (stereo unspecified)	14.0	-13.0	1.03	26.0
Cc1cc(NC(=O)C2CC(c3ccc(F)cc3)=NO2)no1 (stereo unspecified)	1.0	1.0	1.08	-29.0
O=C1C(c2ccncc2)N(CCC2=CCCCC2)C(=O)CN1C1CCCCC1 (stereo unspecified)	9.0	1.0	1.01	0.0
CC1CC(C)CN(CCCNC(=O)C2CCCN(c3nnc(N4CCCC4=O)s3)C2)C1 (stereo unspecified)	12.0	-2.0	1.06	12.0
CCCN(CCC)C(=O)C1CCN(c2cc(C)nc3c(-c4ccc(OC)c(OC)c4)c(C)nn23)CC1	7.0	-12.3	1.07	19.3
NS(=O)(=O)c1cc2c(cc1Cl)NC(C1C[C@H]3C=C[C@@H]1C3)NS2(=O)=O (stereo partly specified)	6.0	5.0	1.07	-12.0
CCOC(=O)c1sc(C(=O)OCC)c(OCCO)c1OCCO	6.0	-5.0	1.04	11.0
CC(C)(C)SCCNC(=O)COc1ccc(Cl)cc1	10.0	3.0	0.92	-14.5
O=C(CN1CCN(S(=O)(=O)c2ccc(Br)cc2)CC1)Nc1ccc2c(c1)OCO2	5.0	-5.0	1.1	-3.0
CCc1ccccc1NS(=O)(=O)c1ccc2[nH]cc(C(=O)NCc3ccco3)c(=O)c2c1	6.0	?	1.7	?
COc1ccccc1NC(=O)N(C1CCCC1)C1CCN(C(C)=O)CC1	5.0	1.0	1.04	-9.3

An excerpt of these results, with each value named.
compound: CC1CC(C)CN(CCCNC(=O)C2CCCN(c3nnc(N4CCCC4=O)s3)C2)C1 (stereo unspecified)
  LNCaP diff act = 12.0; VLA-4 allo ag = -2.0; Jurkat autofluor = 1.06; VLA-4 antagonist = 12.0

compound: COc1ccccc1NC(=O)N(C1CCCC1)C1CCN(C(C)=O)CC1
  LNCaP diff act = 5.0; VLA-4 allo ag = 1.0; Jurkat autofluor = 1.04; VLA-4 antagonist = -9.3

(cont.)
SMILES	LNCaP diff act	VLA-4 allo ag	Jurkat autofluor	VLA-4 antagonist
Cc1oc(-c2ccccc2F)nc1CN1CCC(C(=O)NC2CC2)CC1	3.0	?	1.25	?
Cc1cccc(-c2nc(CN3CCCC(C(=O)NC4CCCCCC4)C3)c(C)o2)c1 (stereo unspecified)	4.0	-9.0	1.23	29.0
Nc1nnnn1/N=C/c1ccccc1OCc1ccccc1	8.0	-3.5	1	1.5
CC1(C)CC(=O)C2=C(C1)NC(=O)CC2c1ccccc1F (stereo unspecified)	11.0	5.0	1.02	10.0

A portion of the library; count on the stated rates, not on these rows.
